PKM2 act: qHTS Assay for Activators of Human Muscle isoform 2 Pyruvate Kinase; hit rate 0.34% among 260,000; Potency, µM (highest dose often 57.5 µM), inactives show at the highest dose activation, usual class: activators; purified PKM2, Kinase-Glo ATP luminescence, activation; response scale: 0% is enzyme alone, no compound; Pyruvate kinase PKM (Homo sapiens), P14618; also: potency is read from the fitted curve at half-maximal effect; % is scaled to controls: 0 for no effect and ±100 for the full control effect; nearly all actives have a fitted effect of over 55% in size
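ATP formation by purified human PK-M2, quantified via coupled luciferase luminescence after 1 h at room temperature with 0.1 mM ADP and 0.5 mM PEP final.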
RORgamma inh: qHTS for inhibitors of ROR gamma transcriptional activity; Potency, µM (top dose mostly 53.6 µM), inactives show top-dose activity change, negative = inhibition, usual class: inhibitors; hit rate 5.4% among 310,000; Drosophila S2 Gal4-RORgamma UAS-luciferase reporter, 20 h; AID 2551, 2010; Nuclear receptor ROR-gamma (Mus musculus), P51450; also: potency is read from the fitted curve at half-maximal effect; % is scaled to controls: 0 for no effect and ±100 for the full control effect; nearly all actives have a fitted effect of over 60% in size
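Drosophila S2 cells stably expressing Gal4-DBD/mouse RORγ fusion under metallothionein promoter plus UAS-luciferase; compound 1 h, then 700 uM CuSO4 induction for 20 h at ambient temperature; inhibition read as reduced luminescence.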
Gal4-VP16 FLuc: VP16 counterscreen qHTS for inhibitors of ROR gamma transcriptional activity; Drosophila S2 Gal4-VP16 UAS-luciferase, luminescence, 20 h; Potency, µM (top dose mostly 53.6 µM), inactives show at the highest dose activity, negative = inhibition, most hits filed as inhibitors; AID 2546, 2010; hit rate 3.5% among 310,000;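 also: Gal4-VP16 expression switched on by copper sulfate through the metallothionein promoter; potency is read from the fitted curve at half-maximal effect; % is scaled to controls: 0 for no effect and ±100 for the full control effect; nearly all actives have a fitted effect of over 50% in size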
NPC1 promoter act: qHTS Assay for NPC1 Promoter Activators. Huh7 NPC1 promoter luciferase reporter, 24 h. Potency, µM (highest dose often 9.22 µM), for the others: top-dose activation, actives largely listed as activators. hit rate 2.4% among 320,000. AID 485313, 2010;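 also: potency is read from the fitted curve at half-maximal effect; % of control where 0% means no effect; nearly all actives have a fitted effect of over 60% in size; reporter is driven by a mutant NPC1 promoter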
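Huh7 cells stably carrying NPC1 promoter–luciferase, plated in Opti-MEM with 10% FBS for 2 h, were exposed to compound in DMSO for 24 h at 37 °C; luciferase reagent was added for 10 min and luminescence read.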
MBNL1-CUG inh: qHTS Assay for Inhibitors of MBNL1-poly(CUG) RNA binding | Muscleblind-like protein 1 (Homo sapiens), Q9NR56 | AID 2675, 2010 | Potency, µM (series often up to 57.5 µM), without a hit: at the top dose activity change, negative = inhibition, hits mostly inhibitors | TR-FRET MBNL1-His/biotin-(CUG)12 binding, 665/545 ratio | hit rate 0.036% among 280,000; active = well fitted inhibition curve with a large enough effect in the signal ratio, with a control signal flat, not every such curve was filed as active; inconclusive = small, poorly fitted or top-dose-only effect, or effect the other way, or a change in a side signal; inactive = no such curve, though single readings can be large or run the other way; the % refers to the signal ratio; also: potency is read from the fitted curve at half-maximal effect; % is scaled to controls: 0 for no effect and ±100 for the full control effect
Target sequence (Q9NR56 whole entry, looked up): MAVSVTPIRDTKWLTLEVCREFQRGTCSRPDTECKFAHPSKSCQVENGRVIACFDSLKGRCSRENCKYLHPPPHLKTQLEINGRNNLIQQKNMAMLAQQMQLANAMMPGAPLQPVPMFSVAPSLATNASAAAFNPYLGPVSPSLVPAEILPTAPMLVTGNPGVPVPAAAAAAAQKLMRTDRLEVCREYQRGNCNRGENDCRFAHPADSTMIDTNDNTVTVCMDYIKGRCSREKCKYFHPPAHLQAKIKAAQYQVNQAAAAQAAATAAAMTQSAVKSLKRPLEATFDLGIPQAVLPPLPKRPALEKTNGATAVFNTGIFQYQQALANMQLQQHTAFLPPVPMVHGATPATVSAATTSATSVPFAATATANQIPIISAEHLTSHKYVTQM
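Ratiometric TR-FRET (665 over 545 nm, excitation 340 nm) tracks disruption of MBNL1-His/biotin-(CUG)12 complex after 60 min at room temperature, with compounds at 92 nM to 58 uM final.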
Mito fusion act: qHTS Assay for Small Molecule Inhibitors of Mitochondrial Division or Activators of Mitochondrial Fusion | Potency, µM (series often up to 46.1 µM), for the others: at the top dose growth rescue (activation), most hits filed as activators | S. cerevisiae fusion-defective mutant growth rescue, CellTiterGlo 48 h | hit rate 0.23% among 320,000;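 also: potency is read from the fitted curve at half-maximal effect; % of control where 0% means no effect; nearly all actives have a fitted effect of over 45% in size; temperature-sensitive fusion mutants such as fzo1-1 at 37 °C on non-fermentable ethanol glycerol medium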
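Temperature-sensitive fusion-defective S. cerevisiae (e.g. fzo1-1, mgm1-5) were grown with compound in YPEG medium (3% ethanol, 3% glycerol) for 48 hours at 37C. Growth rescue was measured as viability by CellTiterGlo luminescence after 10 minutes at ambient.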
FLuc modulator: qHTS profiling assay for firefly luciferase inhibitor/activator using purifed enzyme and Km concentrations of substrates (counterscreen for miR-21 project); Luciferin 4-monooxygenase (Photinus pyralis), P08659; hit rate 6.9% among 360,000; purified FLuc, Km substrates, luminescence inhibition; AID 588342, 2011; Potency, µM (doses to about 57.5 µM), without a hit: at the highest dose activity change, negative = inhibition, most hits filed as inhibitors;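 also: potency is read from the fitted curve at half-maximal effect; plate controls were vehicle for no effect and reference inhibitor for full effect; nearly all actives have a fitted effect of over 55% in size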
Target sequence (P08659 whole entry, looked up): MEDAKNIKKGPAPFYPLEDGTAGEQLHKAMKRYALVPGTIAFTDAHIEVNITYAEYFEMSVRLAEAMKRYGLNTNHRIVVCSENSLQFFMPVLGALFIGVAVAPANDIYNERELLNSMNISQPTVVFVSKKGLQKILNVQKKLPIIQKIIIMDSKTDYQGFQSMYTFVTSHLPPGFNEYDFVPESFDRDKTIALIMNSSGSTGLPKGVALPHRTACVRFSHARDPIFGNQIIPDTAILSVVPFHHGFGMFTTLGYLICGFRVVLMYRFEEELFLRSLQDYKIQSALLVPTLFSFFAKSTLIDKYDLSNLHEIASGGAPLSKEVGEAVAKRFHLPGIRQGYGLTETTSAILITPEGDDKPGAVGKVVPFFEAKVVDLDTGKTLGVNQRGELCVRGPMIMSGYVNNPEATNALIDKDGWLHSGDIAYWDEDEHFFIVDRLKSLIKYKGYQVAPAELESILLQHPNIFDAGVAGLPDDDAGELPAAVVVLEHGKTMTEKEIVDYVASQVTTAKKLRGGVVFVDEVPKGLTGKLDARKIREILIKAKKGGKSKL
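Purified P. pyralis luciferase, 10 nM final, with Km-level 10 uM D-luciferin and 10 uM ATP in 50 mM Tris acetate pH 7.5, 10 mM Mg acetate, 0.01% Tween-20, 0.05% BSA; 6-point qHTS titration about 60 µM downward; luminescence read.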
Menin-MLL TR inh: qHTS Assay for Inhibitors Targeting the Menin-MLL Interaction in MLL Related Leukemias: Competition With Texas Red Labeled MLL-derived Mutant Peptide; AID 1768, 2009; Potency, µM (series often up to 61.6 µM), for the others: at the top dose FP activity change, negative = inhibition, most hits filed as inhibitors; hit rate 0.23% among 270,000; O00255; Menin + Texas Red MLL mutant peptide, fluorescence polarization; active = well fitted inhibition curve with a large enough effect in the polarisation, with a control signal flat, not every such curve was filed as active; inconclusive = small, poorly fitted or top-dose-only effect, or effect the other way, or a change in a side signal; inactive = no such curve, though single readings can be large or run the other way; the % refers to the polarisation; also: potency is read from the fitted curve at half-maximal effect; % of control where 0% means no effect; many of its hits are not listed in these tables
ELG1 repair inh: qHTS screen for small molecules that inhibit ELG1-dependent DNA repair in human embryonic kidney (HEK293T) cells expressing luciferase-tagged ELG1 | hit rate 2.3% among 330,000 | HEK293T ELG1-luciferase reporter, luminescence, 16 h; DNA damage induced by 5-fluorouridine | Potency, µM (doses to about 46.1 µM), for the others: top-dose activity change, negative = inhibition, usual class: inhibitors; also: potency is read from the fitted curve at half-maximal effect; % is scaled to controls: 0 for no effect and ±100 for the full control effect; nearly all actives have a fitted effect of over 55% in size
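In this reporter screen, reduction of luminescence relative to DMSO vehicle indicated activity. Compounds and 5-fluorouridine were added together to 2,000 cells per well, incubated for 16 hr at 37 °C, then developed with ONE-Glo.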
KCNH2 3.1 block: qHTS for Inhibitors of KCHN2 3.1: Mutant qHTS | hit rate 0.95% among 340,000 | U2OS KCNH2 3.1, thallium flux FluxOr; hits give low values | Potassium voltage-gated channel subfamily H member 2, brain isoform KCNH2 3.1 (human) | AID 720553, 2013 | activity change, % (tested at about 1.8 µM);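 active = maximum activity change below -70%; inconclusive = maximum activity change from -70% to -50%; inactive = maximum activity change above -50%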;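 also: thallium influx rate constant from kinetic fluorescence after stimulation buffer; % is scaled to controls: 0 for no effect and ±100 for the full control effect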
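Kinetic fluorescence (2 min after stimulation buffer) measures Tl+ influx through KCNH2 3.1 expressed by viral transduction in U2OS cells; the rate constant is normalized against DMSO controls serving as positive and negative references.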
Rab9 prom act: qHTS Assay for Rab9 Promoter Activators; Huh7 Rab9 promoter-luciferase reporter, luminescence, 24 h; Potency, µM (highest dose often 9.22 µM), without a hit: top-dose activation, negative = inhibition, most hits filed as activators; hit rate 2.8% among 320,000; AID 485297, 2010; also: potency is read from the fitted curve at half-maximal effect; % of control where 0% means no effect; nearly all actives have a fitted effect of over 60% in size
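Huh7 cells stably carrying Rab9 promoter–luciferase reporter, plated 1500 cells/well, compound added after 2 h and incubated 24 h at 37 °C; luciferase luminescence then read after 10 min with detection reagent.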
Active calls of the source: *; ? = inconclusive; nt = no result given; [ ] = dose if it differs, or a comment. Unless noted, calls follow the shape of the dose curve; as a rule, active = well fitted curve in the direction sought with a large enough effect; inconclusive = small, poorly fitted or top-dose-only effect, or another doubt; inactive = no such curve, though single readings can be large; an effect the other way counts as inactive or inconclusive. Not all compounds are listed (hit frequency here may not be typical).

SMILES	PKM2 act	RORgamma inh	Gal4-VP16 FLuc	NPC1 promoter act	MBNL1-CUG inh	Mito fusion act	FLuc modulator	Menin-MLL TR inh	ELG1 repair inh	KCNH2 3.1 block	Rab9 prom act
S=C1N(c2ccccc2)C(c2ccccc2)N2CCCN12 (stereo unspecified)	-2.6%	0.8%	0.0%	-3.2%	-2.6%	-2.4%	1.2%	-1.5%	3.8%	-12.2	0.0%
O=C(COc1ncnc2sccc12)Nc1ccc2c(c1)OCCO2	-11.5%	8.8%	7.3%	2.2%	9.2%	0.7%	?	-1.1%	?	-16.3	1.4%
Cc1csc(NC(=O)CNC(=O)OCc2ccccc2)n1	-2.3%	16.9%	0.3%	1.0%	5.4%	3.2%	-2.2%	-2.1%	-3.3%	-13.3	2.4%
CC(C)C(NC(=O)c1ccccc1F)C(=O)NCc1ccccc1 (stereo unspecified)	1.5%	-17.2%	-4.3%	-0.1%	-7.9%	2.0%	2.2%	-12.9%	-7.2%	-6.1	-2.0%
COc1cccc(OC)c1C(=O)Nc1cccc(-n2cnnn2)c1	nt	5.2%	7.0%	-1.8%	6.1%	2.5%	-1.3%	12.3%	-0.5%	-30.2	-1.4%
Cc1ccc(S(=O)(=O)N(C)CC(=O)O/N=C(\N)c2cccc(Br)c2)cc1	-0.4%	-2.8%	-4.7%	0.5%	-0.8%	-1.4%	-10.9%	nt	6.1%	-12.0	2.8%
COc1ccc(/C=N/N2CCN(C)CC2)cc1OC	-3.5%	-1.7%	1.2%	0.2%	13.0%	-1.7%	-3.6%	10.1%	1.4%	16.1	0.0%
COc1ccc(C(=O)N2c3cc4c(cc3C(C)=CC2(C)C)OCO4)cc1	-12.4%	24.2%	-9.2%	-2.9%	8.8%	-0.2%	1.8%	-20.9%	-16.8%	-21.5	-2.3%
NS(=O)(=O)c1ccc(NC(=O)C2(c3ccccc3)CCCC2)cc1	-2.3%	2.5%	0.9%	-4.4%	1.0%	1.7%	0.1%	3.0%	2.3%	17.6	-3.2%
COc1ccc(C(C(=O)NC2CCCC2)N(CCN2CCOCC2)C(=O)c2ccc(OC)c(OC)c2)cc1 (stereo unspecified)	3.2%	-0.3%	8.4%	-3.1%	3.8%	4.5%	-0.4%	nt	16.5%	-11.6	-4.5%
COc1cc(OC)cc(C(=O)NC2CC(C)(C)NC(C)(C)C2)c1	0.0%[11.5 µM]	?	3.2%	10.9%	-13.9%	2.8%	-5.6%	-13.7%	-4.4%	13.4	8.5%
COc1ccc(OC)c(NC(=O)c2ccccc2N(Cc2ccccc2)S(C)(=O)=O)c1	6.7%	?	-5.0%	-3.9%	-7.4%	5.5%	-3.0%	17.0%	?	-0.2	-2.4%
COc1ccccc1C(=O)NCCC(=O)NCC(c1ccccc1OC)N1CCCC1 (stereo unspecified)	nt	nt	nt	-4.2%	nt	1.9%	3.0%	nt	13.1%	12.9	0.3%
CC1CN(c2nc3ccccn3c(=O)c2/C=C(\C#N)S(=O)(=O)c2ccccc2)CC(C)O1 (stereo unspecified)	0.0%	-27.2%	3.1%	0.3%	?	-6.2%	2.5%	-11.7%	-17.8%	-13.4	-3.6%
CCCCc1nc(C(N)=O)c2[nH]c(=O)n(-c3ccc(OCC)cc3)c2n1	nt	8.9%	0.7%	2.1%	-1.0%	?	3.0%	-29.4%	-12.3%	-3.9	-4.5%
CN1CCN(CC(=O)Nc2cc(S(=O)(=O)N3CCOCC3)ccc2Cl)CC1	nt	nt	nt	-0.5%	nt	2.7%	7.5%	nt	25.4%	12.2	-1.9%
CCc1cc(CNC(=O)C2CCC(=O)N(Cc3cccc(F)c3)C2)on1 (stereo unspecified)	-2.0%	1.2%	0.1%	-4.1%	-1.2%	-0.9%	-2.2%	nt	20.0%	1.9	2.8%
COc1ccccc1CNC(=O)c1csc(Cc2ccc(Cl)cc2)n1	-2.7%	21.8%	4.1%	-4.5%	0.4%	11.2%	-0.2%	nt	?	-14.1	0.4%
CC1(C)C(N(O)C(=O)Nc2ccc(Cl)cc2)N(c2ccc(Cl)cc2)C(=O)N1CC(=O)NN (stereo unspecified)	-19.6%	0.4%	-20.8%	3.7%	-5.5%	1.8%	0.4%	9.8%	29.8%	1.0	8.2%
Cc1ccc(C)c(S(=O)(=O)N2CCN(Cc3cc4c(cc3O)OCO4)CC2)c1	nt	nt	nt	0.4%	nt	-4.8%	-1.1%	nt	-2.7%	-18.4	-6.9%
Cc1ccc(C(c2nnnn2CC2CCCO2)N2CCN(Cc3ccccc3)CC2)cc1 (stereo unspecified)	12.1%	10.8%	-0.8%	-13.2%	-10.2%	0.0%	-10.7%	6.1%	5.2%	-8.5	0.2%
O=C(OCC(=O)N1CCCC1)c1cc(Cl)ccc1[N+](=O)[O-]	0.1%	0.2%	-0.2%	-3.9%	?	0.6%	1.6%	-18.4%	8.5%	-0.5	1.3%
O=C(Nc1cccc(-c2csc(Nc3ccc(Cl)cc3)n2)c1)c1cc([N+](=O)[O-])cc(C(F)(F)F)c1	8.1%	?	-8.7%	-13.9%	8.6%	-81.0%[inhibitor]	-2.9%	nt	?	-44.9	-0.7%
C=C(C)COc1ccc(-c2ncncc2-c2ccc(Br)cc2)c(O)c1	nt	-34.2%	-23.8%	-1.1%	-1.0%	-20.1%	-0.2%	-2.3%	3.0%	?	-8.2%
O=C(/C=C/c1ccco1)Nc1ccccc1C(=O)Nc1cccc(C(=O)O)c1	8.5%	-2.6%	-15.0%	1.9%	20.5%	-0.2%	3.01µM*	nt	?	2.1	1.3%
CN=C(Nc1ccc(C(=O)OC)s1)c1ccc(Cl)cc1	-0.4%	33.6%	4.8%	1.2%	9.5%	9.8%	0.3%	-15.2%	1.7%	-4.4	-3.1%
CCCC(=O)C1=C(O)C(C(=O)OC)C(C)(C)CC1=NC(C)(C)C (stereo unspecified)	-4.6%	0.9%	14.3%	-6.4%	-1.3%	0.6%	-0.1%	nt	-4.7%	5.8	-5.5%
Cc1c(C(=O)NCCSCc2c(F)cccc2Cl)cnn1-c1ccc(F)cc1	1.6%	1.1%	?	-5.9%	nt	-4.0%	1.1%	nt	-29.9%	-19.2	0.7%
O=C(Nc1ccc(F)cc1)c1ccc(CSc2ccccc2)o1	2.4%	?	-2.3%	-1.2%	-12.4%	?	15.1µM*	12.5%	?	13.2	0.7%
Cc1onc(-c2ccccc2Cl)c1C(=O)N(C)CC(=O)Nc1ccc(F)c(F)c1F	nt	nt	nt	1.0%	nt	2.5%	0.0%	nt	1.3%	0.9	2.8%
Cc1ccc(-c2nc(C)sc2CC(=O)OCC(=O)Nc2cccc([N+](=O)[O-])c2)cc1	7.1%	-14.5%	-1.6%	-0.7%	14.8%	7.8%	-6.7%	?	23.4%	-1.2	0.8%
N#Cc1c(NC(=O)c2cc([N+](=O)[O-])ccc2N2CCOCC2)sc2c1CCCC2	3.1%	18.8%	6.0%	1.3%	2.7%	2.3%	-5.2%	-3.3%	?	4.0	-4.5%

Bioassay records from PubChem BioAssay.
